Source: PubChem BioAssay (The Scripps Research Institute Molecular Screening Center)
LYPLA2 inh: LYPLA2 inhibitors, primary screen, counter-screen for PME1 inhibitor project, biochemical, fluorescence polarization, FP-Rh probe ABPP; recombinant LYPLA2; inhibition, % at 5.9 µM; actives 0.38% (n = 320,000);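 active = inhibition above the screen-wide mean plus 3 SD, limit set per campaign, cut at about 26% in these data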;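 also: 0% = LYPLA2 with DMSO and 100% = wells lacking LYPLA2 enzyme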
Target sequence (O95372 whole entry, looked up): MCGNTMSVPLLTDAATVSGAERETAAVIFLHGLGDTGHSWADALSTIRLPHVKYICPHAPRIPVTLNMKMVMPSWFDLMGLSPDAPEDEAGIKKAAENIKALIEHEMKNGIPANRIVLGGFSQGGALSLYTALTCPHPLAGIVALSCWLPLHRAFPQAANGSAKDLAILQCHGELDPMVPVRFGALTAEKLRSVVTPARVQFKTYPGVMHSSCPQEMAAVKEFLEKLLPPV
LYPLA1 inh: LYPLA1 inhibitors, primary screen, counter-screen for PME1 inhibitor project, biochemical, fluorescence polarization, FP-Rh probe ABPP; Acyl-protein thioesterase 1 (Homo sapiens), O75608; recombinant LYPLA1; inhibition, % at 5.9 µM; actives 0.16% (n = 320,000); AID 2174, 2009;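 active = inhibition above the mean of all tested compounds plus 3 SD, set per campaign, cut at about 14% in these data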;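 also: inhibitors block serine hydrolase probe labeling of LYPLA1 so polarization falls; 0% = enzyme with DMSO and 100% = wells lacking LYPLA1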
GSTO1 counter: inhibitors of recombinant GSTO1, primary screen, counter-screen for RBBP9 inhibitor project, biochemical, fluorescence polarization. activity-based probe fluorescence polarization. inhibition, % at 5.96 µM. actives 1.1% (n = 300,000);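 active = inhibition above the campaign mean inhibition plus 3 SD, cut at about 35% in these data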;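 also: 0% = GSTO1-1 with DMSO and 100% = wells lacking GSTO1-1 enzyme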
Target sequence (P78417 whole entry, looked up): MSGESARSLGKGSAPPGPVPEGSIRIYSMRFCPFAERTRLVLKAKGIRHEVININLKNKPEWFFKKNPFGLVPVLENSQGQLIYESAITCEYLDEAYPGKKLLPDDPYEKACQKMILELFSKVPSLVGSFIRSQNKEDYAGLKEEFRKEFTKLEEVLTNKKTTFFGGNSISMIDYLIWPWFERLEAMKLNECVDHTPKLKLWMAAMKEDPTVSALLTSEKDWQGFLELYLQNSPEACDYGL
PAFAH2 inh: PAFAH2 enzyme inhibitors, primary screen, biochemical, fluorescence polarization, human | Platelet-activating factor acetylhydrolase 2, cytoplasmic (Homo sapiens), Q99487 | recombinant PAFAH2, FP-rhodamine activity probe | inhibition, % at 3.39 µM | actives 0.99% (n = 340,000) | AID 492956, 2010;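 active = inhibition above the mean over all tested compounds plus 3 SD, cut at about 30% in these data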;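 also: inhibitors block probe labeling of enzyme so polarization drops; 0% = enzyme with DMSO and 100% = wells lacking PAFAH2 protein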
PAFAH1B2 inh: PAFAH1B2 enzyme inhibitors, primary screen, biochemical, fluorescence polarization, human; recombinant PAFAH1B2, FP-rhodamine activity probe; inhibition, % at 3.39 µM; actives 1.2% (n = 340,000); AID 492953, 2010;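 active = inhibition above the mean of all tested compounds plus 3 SD, cut at about 24% in these data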;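 also: 0% = enzyme with DMSO and 100% = wells lacking PAFAH1B2; many of its hits are not listed in these tables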
Target sequence (P68402 whole entry, looked up): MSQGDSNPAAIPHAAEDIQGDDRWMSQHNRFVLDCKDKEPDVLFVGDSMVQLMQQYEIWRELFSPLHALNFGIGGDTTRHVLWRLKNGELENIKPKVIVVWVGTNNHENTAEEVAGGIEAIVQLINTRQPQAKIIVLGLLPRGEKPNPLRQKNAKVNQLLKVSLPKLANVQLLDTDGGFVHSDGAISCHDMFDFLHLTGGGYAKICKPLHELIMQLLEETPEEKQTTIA
PAFAH1B3 FP inh: PAFAH1B3 enzyme inhibitors, primary screen, biochemical, fluorescence polarization, human. Platelet-activating factor acetylhydrolase IB subunit alpha1 (Homo sapiens), Q15102. recombinant PAFAH1B3, FP-rhodamine probe. inhibition, % at 3.39 µM. actives 0.28% (n = 340,000). AID 492972, 2010;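 active = inhibition above the screen-wide average of all tested compounds plus 3 SD, cut at about 25% in these data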;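 also: 0% = enzyme with DMSO only and 100% = wells lacking PAFAH1B3 protein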
Target sequence (Q15102 whole entry, looked up): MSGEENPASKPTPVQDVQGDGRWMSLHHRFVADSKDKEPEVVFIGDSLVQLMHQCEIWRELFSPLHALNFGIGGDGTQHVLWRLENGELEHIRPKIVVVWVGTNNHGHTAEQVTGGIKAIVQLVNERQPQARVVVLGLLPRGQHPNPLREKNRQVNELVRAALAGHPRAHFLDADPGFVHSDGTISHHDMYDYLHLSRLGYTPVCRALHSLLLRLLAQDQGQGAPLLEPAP
PREPL inh: PREPL enzyme inhibitors, primary screen, biochemical, fluorescence polarization. Prolyl endopeptidase-like (Homo sapiens), Q4J6C6. recombinant PREPL, fluorescence polarization activity-based probe. inhibition, % at 5.96 µM. actives 0.68% (n = 320,000); in the data active = inhibition above about 43%;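 also: 0% = enzyme with DMSO and 100% = wells lacking enzyme; many of its hits are not listed in these tables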
pPAFAH FP inh: pPAFAH enzyme inhibitors, primary screen, biochemical, fluorescence polarization, human. Platelet-activating factor acetylhydrolase (Homo sapiens), Q13093. recombinant pPAFAH, FP-rhodamine probe fluorescence polarization. inhibition, % at 3.39 µM. actives 1.5% (n = 330,000);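 active = inhibition above the mean inhibition across the screen plus 3 SD, cut at about 25% in these data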;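 also: inhibitors block binding of the rhodamine activity-based probe so polarization drops; 0% = enzyme with DMSO and 100% = wells lacking pPAFAH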
PAD4 inh: human PAD4 inhibitors, primary screen, biochemical, fluorescence polarization, 1536-well format | inhibition, % at 6.36 µM | actives 0.41% (n = 330,000) | recombinant PAD4, RCA probe fluorescence polarization;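 active = percent inhibition above a cutoff equal to the mean of all tested compounds plus 3 SD, cut at about 15% in these data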;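 also: 0% = PAD4 with RCA probe and DMSO and 100% = probe without PAD4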
* marks the source's active call; other numbers are inactive results; nt = no result given. Not all compounds are listed. The share of hits here may be higher or lower than overall.

Sequence of screens: LYPLA2 inh | LYPLA1 inh | pPAFAH FP inh | GSTO1 counter | PAFAH1B3 FP inh | PREPL inh | PAD4 inh | PAFAH1B2 inh | PAFAH2 inh
1) O=c1c2ccccc2nc(SCc2nc3ccccc3s2)n1Cc1ccco1
 : -1 | -1 | 7 | -4 | -8 | 33 | -2 | -9 | 5
2) NS(=O)(=O)c1cccc(NC(=O)COC(=O)/C=C/c2nc3ccccc3s2)c1
 : nt | nt | 6 | nt | 11 | 20 | 2 | 3 | 2
3) COc1ccc(S(=O)(=O)Nc2ccc3c(c2)CC(=O)N([C@H](C)CO)C[C@H](C)[C@H](CN(C)C(=O)Nc2ccc4c(c2)OCO4)O3)cc1
 : nt | nt | 5 | nt | 2 | 11 | -1 | 4 | 6
4) CC(C)(C)[C@@H]1COC(=O)[C@@H](Cc2ccc(F)cc2)C/C=C\C[C@H](CC(=O)N(CCO)Cc2ccccc2)C(=O)N1
 : nt | nt | 6 | nt | 7 | 56* | 0 | 7 | 3
5) COc1ccccc1N1CCN(C(=O)c2cc(-c3ccc4c(c3)OCO4)on2)CC1
 : 3 | 1 | 6 | 0 | 10 | 3 | -6 | 6 | -3
6) CCOC(=O)C1CCCN(c2nc3ccccc3nc2C(C#N)C(=O)OC(C)C)C1 (centres undefined)
 : -4 | -1 | 7 | 1 | -5 | 0 | -4 | 2 | 3
7) CCn1cc(S(=O)(=O)Nc2ccc3c(c2)OCCO3)cn1
 : -2 | 0 | 0 | -2 | 9 | 11 | -9 | 4 | 5
8) COc1ccc(-c2nnc3c4ccccc4c(C)nn23)cc1S(=O)(=O)N1CCN(CCO)CC1
 : 8 | 3 | 7 | -13 | 10 | 10 | 5 | 9 | 8
9) Cc1ccc(C)c(NC(=O)Cn2nc(C)c3ccccc3c2=O)c1
 : 4 | -3 | 5 | 4 | 8 | 5 | -8 | 3 | -4
10) CCOC(=O)c1ccc(N2Cc3ccccc3C2=N)cc1
 : -1 | -2 | 2 | 1 | 6 | -3 | -9 | 5 | 7
11) CCN(CC)CCn1cnc2c1c(=O)n(CCOC(=O)c1cc(OC)c(OC)c(OC)c1)c(=O)n2C
 : -5 | -4 | -10 | -8 | -3 | 1 | 3 | 8 | 6
12) Nc1c(-c2ccccc2)cnn1-c1ccccc1
 : 8 | -1 | 8 | 0 | -1 | -2 | -1 | -2 | -4
13) COC(=O)C1(C)NC(c2ccc(O)cc2)C2C(=O)N(c3ccc(F)cc3)C(=O)C21 (centres undefined)
 : 0 | -2 | 2 | 9 | 3 | 6 | 10 | 6 | 1
14) c1ccc(CN2CCOCCOCCOCCOCCOCCOCC2)cc1
 : -1 | -2 | 2 | 6 | 10 | 3 | -1 | -4 | -2
15) O=[N+]([O-])c1ccccc1CN1CCN(S(=O)(=O)Cc2ccccc2)CC1
 : -1 | -3 | 2 | 8 | 5 | -12 | 1 | 1 | -1
16) CN(CC(=O)Nc1ccc(N2CCOCC2)cc1)C(=O)CSc1ccccc1F
 : 5 | 2 | 6 | nt | 3 | 3 | 5 | 0 | -3
17) Cc1nnc(SCc2nc3sc(C(=O)O)c(C)c3c(=O)[nH]2)s1
 : 1 | 2 | 18 | 11 | 17 | 5 | 0 | 2 | -6
18) CCCCn1c(=O)c(C(=O)OCC)c(O)c2ccccc21
 : -2 | -5 | -2 | 8 | 6 | 2 | 3 | -5 | 1
19) CC(=O)C1C(c2cn(-c3ccccc3)nc2-c2cccs2)NC(=O)NC1(O)C(F)(F)F (centres undefined)
 : 5 | 2 | 3 | 0 | 5 | -14 | -4 | 0 | -1
20) O=C(Cc1ccc(F)cc1)OCn1nnc2ccccc2c1=O
 : 10 | -2 | 5 | 4 | 5 | 6 | -1 | 8 | 7
21) Cc1ccccc1-c1ncc(CN2CCC(CO)(CCCc3ccccc3)CC2)cn1
 : 6 | -1 | -4 | 3 | 2 | 8 | -2 | 3 | -3
22) COc1ccc(C(=O)CSc2nc(C)cc(=O)[nH]2)cc1
 : -9 | -3 | -2 | -3 | 2 | 11 | -1 | 4 | 5
23) CCN1CCN(C(=O)CCc2nnc3ccc(N4CCN(c5cccc(OC)c5)CC4)nn23)CC1
 : 1 | 2 | 6 | 6 | 5 | 27 | -4 | 4 | 5
24) O=C(Oc1cccc(F)c1)c1ccc2c(=O)n3c(nc2c1)CCC3
 : -1 | -3 | 4 | -9 | 0 | 2 | 5 | 4 | -1
25) COC(=O)COc1ccc(S(=O)(=O)NCc2ccccn2)cc1
 : -4 | 0 | 4 | -5 | 0 | -2 | 0 | -3 | -1
26) O=C(NCc1ccccc1Cl)C1CCCO1 (centres undefined)
 : -1 | -4 | 5 | 1 | 1 | -4 | -3 | 2 | 7
27) CC(C)NC(=O)c1cc2cc(Br)ccc2oc1=O
 : -8 | -2 | 2 | 4 | 1 | 2 | -2 | 0 | 9
28) COCCn1c(-c2cccs2)nc2nc3ccccc3nc21
 : -3 | 1 | -3 | -2 | 7 | 15 | -5 | 5 | 3
29) CC(C)CC(NC(=O)C1CCC(C)CC1)C(=O)Nc1cccnc1 (centres undefined)
 : -6 | -1 | 1 | -5 | 11 | -7 | -2 | 2 | -2
30) CCCCCCCC(=O)Nc1cc(C(=O)NCCC)ccc1N1CCC2(CC1)CC(c1cccc(Br)c1)=NO2
 : -2 | 0 | -1 | -5 | -8 | 11 | -3 | 2 | 0
31) CC(=O)c1cccc(NC(=O)N2CCc3ccccc3C2)c1
 : 3 | -1 | 1 | 2 | 0 | 17 | -6 | 4 | 12
32) COc1ccc(OC)c(NC(=O)c2cc3c(Cl)nc4ccccc4c3s2)c1
 : -2 | 3 | 7 | -4 | 1 | 5 | -2 | 3 | -5
33) O=C(Cc1ccc(F)cc1)Nc1cccc(S(=O)(=O)N2CCCC2)c1
 : 3 | 0 | 5 | 0 | 11 | 0 | 7 | 0 | 7
34) COc1ccc(C(=O)NNC(=S)NC(=O)c2ccc(OC)cc2)cc1
 : 0 | 1 | -3 | 0 | 7 | -1 | -1 | 2 | -1
35) CCOC(=O)N1CCC(NC(=O)c2cc(S(=O)(=O)N(CC)CC)ccc2F)CC1
 : -2 | -1 | 6 | 5 | 8 | 20 | 0 | 3 | -3
36) CCOc1cc(C(C(=O)NCC2CCCO2)N(C(=O)Cn2nnc3ccccc32)c2ccccc2C)ccc1O (centres undefined)
 : -3 | 0 | 4 | 5 | 7 | 4 | -2 | 5 | -3
37) Cc1ccc(S(=O)(=O)N2c3ccccc3NC(=O)C2CC(=O)Nc2ccccc2)cc1 (centres undefined)
 : -8 | -2 | 1 | -5 | 1 | 5 | -3 | 4 | -2
38) Cc1occc1C(=O)Nc1cccc(C(=O)NCc2ccccc2)c1
 : -5 | -7 | -1 | -4 | 5 | 1 | 0 | -3 | -6
39) CC1(C)NC(=O)N(CC(=O)NNC(=O)c2ccccc2F)C1=O
 : -8 | -3 | 4 | nt | 6 | 5 | -1 | 3 | 0
40) Cc1ccc(S(=O)(=O)Cc2nc3ccccc3c(=O)[nH]2)cc1
 : 5 | 6 | 5 | 8 | 10 | 9 | -1 | 8 | 6
41) O=c1c2sccc2nc(SCc2cc(=O)n3cc(Br)ccc3n2)n1Cc1ccccn1
 : -1 | -1 | 4 | 1 | 3 | 38 | 4 | 1 | -6
42) O=C(/C=C/c1cccc(Cl)c1)c1ccc([N+](=O)[O-])o1
 : -1 | -4 | 13 | 28 | -1 | 22 | 2 | -5 | 11
43) COc1cc(OC)cc(C(=O)Nc2ccc3nc4n(c(=O)c3c2)CCCC4)c1
 : 1 | -3 | 3 | -2 | 0 | -4 | -4 | -1 | 3
44) CC(Sc1nnc(N)s1)C(=O)Nc1nccs1 (centres undefined)
 : -1 | -4 | -6 | -2 | 5 | -2 | -6 | 7 | -4
45) CN(C)CCN1C(=O)c2oc3ccc(Cl)cc3c(=O)c2C1c1cccc(Br)c1 (centres undefined)
 : -4 | 0 | -4 | 9 | 10 | 8 | -2 | 5 | 5
46) CCOC(=O)C1=C(C)NC(C)=C(C(=O)OCCNC(=O)c2cccnc2)C1c1cccc([N+](=O)[O-])c1 (centres undefined)
 : 2 | 0 | 10 | 0 | 4 | 18 | -5 | 2 | -7
47) CCNc1nc(NCC)n2c(SCC(=O)Nc3c(C)cccc3C)nnc2n1
 : 4 | 1 | 3 | 11 | 4 | 19 | 3 | -3 | -3
48) O=C(O)CCc1nnc(SCC(=O)Nc2cccc(C(F)(F)F)c2)[nH]c1=O
 : -5 | -3 | -2 | 8 | 4 | -1 | 0 | -1 | 8
49) CC(=O)c1cn(-c2ccc(Cl)cc2)c(=O)n(Cc2ccc(Br)cc2)c1=O
 : -10 | -2 | -2 | 3 | -5 | -13 | -6 | 3 | 2
50) O=C(CCc1nnc(C2CCCCC2)o1)NCc1cccc(-n2cccn2)c1
 : -6 | -6 | 5 | 0 | 0 | -5 | -4 | 1 | 2
51) CC(=O)c1ccc(NC(=O)C2CC2c2ccccc2)cc1 (centres undefined)
 : -2 | -2 | 5 | -12 | 5 | -2 | 0 | 8 | -8
52) COc1ccc(C(=O)NC(=O)NC2(C(Cl)(Cl)Cl)OCCO2)cc1
 : 3 | 3 | 0 | 0 | 5 | 2 | -5 | 2 | -1
53) O=C(NCC1CCCCC1)c1ccc(F)cc1Cl
 : 1 | -1 | 1 | -7 | 10 | 7 | 1 | 1 | -8
54) COc1ccc(COC(=O)c2nc3nc(C)cc(C)n3n2)cc1F
 : 0 | -1 | 0 | 2 | -1 | -2 | 0 | 0 | 6
55) O=C(NC(=S)Nc1cccnc1)c1cccs1
 : 10 | -1 | 3 | 4 | 0 | 15 | -6 | 2 | -4
56) O=C(Cn1nc(Cc2ccncc2)c2ccccc2c1=O)Nc1cccnc1Cl
 : 4 | 1 | 4 | 7 | 3 | 4 | 0 | 1 | 1
57) O=C1C(Cc2ccccc2)Nc2ncnc(N3CCOCC3)c2N1Cc1ccc(Br)cc1 (centres undefined)
 : -4 | 2 | 0 | 0 | -4 | -1 | -1 | 7 | 5
58) CCOC(=O)Nc1ccc(OC)cc1S(=O)(=O)N1CCCCC1
 : 2 | 0 | -1 | 12 | 10 | 8 | 1 | 7 | -3
59) O=C1CCC(=O)N1c1ccc(S(=O)(=O)Nc2cccc(Br)c2)cc1
 : -4 | 0 | 1 | 4 | 10 | -7 | -2 | -4 | -3
60) CCC(=O)N1CCN=C1SCc1cccc(C(F)(F)F)c1
 : 2 | -6 | 3 | -4 | 4 | 3 | 3 | 4 | 0
61) COc1ccc(-c2c(NC(=O)C(C)C)n(C)c3ccccc3c2=O)cc1
 : 4 | 0 | 0 | 0 | -3 | 1 | 0 | 1 | 5
62) COc1ccc(OC)c(NC(=O)COC(=O)CN2C(=O)NC3(CCCC3)C2=O)c1
 : 3 | 2 | 4 | nt | 7 | 6 | 2 | -2 | -1
